Source: PubChem BioAssay (several laboratories)
PG9 binder – binds the HIV-1 gp120 antibody PG9; inhibition, % at 6.7 µM; TR-FRET gp120-PG9 antibody binding; 0.43% of 360,000 active; AID 624416; in the data active = inhibition above about 8.5%
SIAE primary – inhibitors of human sialic acid acetylesterase SIAE; Q9HAT2; SIAE FP-Rh probe binding, fluorescence polarization; inhibition, % at 9.66 µM; 0.69% of 370,000 active;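 active = inhibition above a cutoff: mean of compounds within the control limits plus 3 SD of those, cut at about 17% in these data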;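 also: 0% = plate median of compound wells and 100% = probe without SIAE protein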
Target sequence (Q9HAT2 whole entry, looked up): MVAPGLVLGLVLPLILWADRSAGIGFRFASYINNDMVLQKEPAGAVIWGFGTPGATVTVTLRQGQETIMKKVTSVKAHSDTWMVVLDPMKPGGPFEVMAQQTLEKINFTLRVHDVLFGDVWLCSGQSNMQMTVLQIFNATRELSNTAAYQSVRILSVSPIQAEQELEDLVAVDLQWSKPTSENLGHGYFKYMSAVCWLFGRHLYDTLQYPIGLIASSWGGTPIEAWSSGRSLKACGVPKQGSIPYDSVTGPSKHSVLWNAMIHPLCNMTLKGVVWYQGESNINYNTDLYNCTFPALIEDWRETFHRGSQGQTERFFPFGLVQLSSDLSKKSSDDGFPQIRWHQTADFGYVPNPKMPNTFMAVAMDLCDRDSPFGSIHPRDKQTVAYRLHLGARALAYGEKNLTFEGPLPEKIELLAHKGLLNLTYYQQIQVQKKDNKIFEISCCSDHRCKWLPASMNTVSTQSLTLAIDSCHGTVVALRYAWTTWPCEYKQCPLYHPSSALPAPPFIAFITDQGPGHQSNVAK
TCR CD3 inh – human TCR-CD3 binding inhibition; TAMRA-labeled TCR probe fluorescence, biochemical; AID 651800; inhibition, % at 9.4 µM; 0.37% of 360,000 active; in the data active = inhibition above about 19%;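 also: recombinant mutant TCR 2C K166C tagged with TAMRA read by polarization; 0% = receptor in buffer alone and 100% = receptor with positive control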
NR1D1 modulator – modulators of human Rev-erb alpha DNA binding. P20393. Rev-erbα–FITC-DNA binding, fluorescence polarization, 90 min. activity, % at 10 µM. 0.79% of 370,000 active. AID 1259318;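 active = activity above about 14%, limit read from the data; passing the limit was not always enough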;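 also: 0% = DMSO wells with 35 nM protein and 100% = DMSO wells with 750 nM protein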
HTRA1 inhibitor – HTRA1 (human) protease inhibition; Q92743; inhibition, % at 5.96 µM; 0.5% of 340,000 active; AID 504803; recombinant HTRA1, FP-rhodamine activity-based probe, fluorescence polarization; in the data active = inhibition above about 36%;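 also: 0% = enzyme with DMSO and 100% = wells lacking enzyme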
rCAG binder – binds r(CAG) RNA repeats. r(CAG) RNA repeat, TO-PRO-1 dye displacement fluorescence. inhibition, % at 3 µM. 1.3% of 370,000 active;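 active = inhibition above the plate cutoff, the mean of all test compounds on that plate plus 3 SD, cut at about 35% in these data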;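 also: 0% = DMSO alone and 100% = 100 µM mitoxantrone as full dye displacement; higher means more dye released from RNA so lower well fluorescence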
PRMT1 inh – inhibitors of human PRMT1. Q99873. inhibition, % at 2.79 µM. recombinant PRMT1, activity-based probe fluorescence polarization. 1.3% of 370,000 active. AID 652257;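 active = inhibition above about 21% made by adding two undisclosed values, limit read from the data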
LEDGF integ inh – blocks HIV-1 LEDGF/p75-dependent DNA integration. TR-FRET IN-LEDGF/p75 DNA integration, Eu/Cy5. inhibition, % at 3.7 µM. 0.64% of 370,000 active;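 active = inhibition above the screen-wide mean plus 3 SD, cut at about 13% in these data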;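 also: signal is the Cy5 over europium emission ratio at 671 and 618 nm; 0% = plate median of compound wells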
TDP2 inh – blocks human TDP2 phosphodiesterase activity; O95551; recombinant TDP2, T5PNP hydrolysis, p-nitrophenol absorbance 415 nm; inhibition, % at 12.8 µM; 0.34% of 370,000 active;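 active = inhibition above the mean of all tested compounds plus 3 SD, set per campaign, cut at about 25% in these data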;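 also: 0% = DMSO with enzyme and 100% = buffer with substrate but no TDP2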
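Test system: human TDP2 enzyme; Input: 120 nM TDP2 per well; Buffer or medium: Mg2+-containing Tris-HCl buffer, pH 7.5; Reagent: 5 mM T5PNP; Dosing: 12.8 µM single point, 1% DMSO; Incubation: reaction 2 h, 37 °C; Detection: p-Nitrophenol epi absorbance; Read-out: % inhibition relative to enzyme-containing and enzyme-free wells; Replicates: single well per compound.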
mABHD4 FP – inhibitors of mouse ABHD4. purified mABHD4, FP-Rh probe fluorescence polarization. inhibition, % at 8.92 µM. 0.54% of 370,000 active. Q8VD66;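 active = inhibition exceeding the mean over every tested compound plus 3 SD, cut at about 30% in these data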;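 also: 0% = plate median of compound wells and 100% = S159A mutant with DMSO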
Target sequence (Q8VD66 whole entry, looked up): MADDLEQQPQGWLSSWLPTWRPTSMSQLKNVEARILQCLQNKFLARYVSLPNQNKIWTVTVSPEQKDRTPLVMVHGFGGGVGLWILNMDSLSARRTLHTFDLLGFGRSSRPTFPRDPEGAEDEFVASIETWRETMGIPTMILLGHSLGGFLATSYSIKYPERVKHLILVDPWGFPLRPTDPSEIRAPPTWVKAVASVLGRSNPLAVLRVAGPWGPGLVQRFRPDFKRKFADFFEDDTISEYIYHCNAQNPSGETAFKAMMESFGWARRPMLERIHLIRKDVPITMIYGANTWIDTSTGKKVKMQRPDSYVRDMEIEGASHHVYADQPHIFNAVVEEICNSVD
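Test system: mABHD4 protein | Buffer or medium: HEPES pH 7.0 buffer, 150 mM NaCl, 0.01% Pluronic F-127 | Probe or stimulus: FP-Rh fluorescent activity-based probe, added after compound pre-incubation | Timing: Pre-incubation 45 min, probe exposure 60 min, at 25 °C | Technique: Fluorescence polarization, excitation 525 nm, emission 598 nm, BODIPY TMR filters | Repeats: Single well per compound (singlicate)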
Starred values were filed as active, the others as inactive; · = no result given; & = joins results of further samples. An excerpt; rates above refer to the full screens.

SMILES	PG9 binder	SIAE primary	TCR CD3 inh	NR1D1 modulator	HTRA1 inhibitor	rCAG binder	PRMT1 inh	LEDGF integ inh	TDP2 inh	mABHD4 FP
CCc1ccc(CN(C)C(C)C(=O)Nc2ccc(S(=O)(=O)N3CCCC3)cc2)cc1 (stereo not given)	0.5	0	4	-8	-25	-2	0	-4	-13	-11
O=c1c2ccccc2nnn1CCc1ccccc1	-0.8	-3	1	2	-5	-1	-2	1	-6	0
COc1ccc(C(=O)Nc2ccc(NC(C)=O)cc2)cc1S(=O)(=O)N(C)Cc1ccccc1	2.4	-7	-4	-4	-10	7	10	-5	-9	-18
CC1(C)C2CCC1(CS(=O)(=O)Nc1ccccc1)C(=O)C2 (stereo not given)	0.3	0	5	8	1	-1	0	-1	12	0
CC1CC(C)CN(C(=O)CCNC(=O)Cn2ccc3ccccc3c2=O)C1 (stereo not given)	-0.6	9	1	3	0	-1	-1	2	12	2
COc1cccc(CNC(=O)C2CCN(S(=O)(=O)c3cccc4cccnc34)CC2)c1	-2.1	-2	7	3	-4	3	-3	4	-5	3
O=C(NC(=S)N1CCN(c2ccc([N+](=O)[O-])cc2Cl)CC1)c1ccco1	-1.4	0	-3	0	0	0	1	0	-3	-8
COc1ccc(Cc2n[nH]c(=S)n2C)cc1Br	-1.2	-1	2	-2	7	1	-2	-1	0	5
O=C(CNS(=O)(=O)c1ccccc1)NCC(=O)OCc1ccccc1F	-1.4	2	15	-3	0	-6	2	-1	14	-7
CC(=O)c1ccc(OCC(O)CN2CCc3ccccc3C2)cc1 (stereo not given)	-1.3	-6	-3	1	3	-9	3	-4	8	0
O=C(Nc1cc(SCC(O)CO)cc([N+](=O)[O-])c1)c1ccc(-n2cnnn2)cc1 (stereo not given)	-8.5	-14	12	-21	-9	4	-2	-3	-16	-4
Cc1ccc(-c2nnc(SCC(=O)NC3CCCC3)n2N)cc1	-2.4	2	-9	1	8	0	-3	3	-9	-6
O=C(NNC(=O)C1CCCN(c2ncccn2)C1)c1ccc(F)cc1 (stereo not given)	-2.1	-1	1	-2	5	-1	2	-4	0	-8
COC(=O)n1c(=O)oc2cc(S(=O)(=O)N3CCOCC3)ccc21	-0.5	4	-4	5	-4	5	3	-5	0	1
Cc1ccccc1NC(=O)COC(=O)COc1ccc2c(c1)CCC2	0.8	-5	3	-2	7	-4	-3	-4	-6	3
COCCCNC(=O)COc1ccc(Br)cc1Cl	-0.7	-1	5	-2	4	-4	-5	1	-6	-1
CC(C)CN(C(=O)c1ccc(-n2cncn2)c([N+](=O)[O-])c1)C1CCS(=O)(=O)C1 (stereo not given)	-1.6	-1	0	-9	6	1	-4	1	4	1
COc1ccccc1Cc1c(-c2ccco2)nc2cc(C)c(Br)c(C)n12	-0.2	4	2	-36	·	31	32*	14*	-4	11
CCCN1CCCCC(NC(=O)c2ccc3ccccc3c2)C1=O (stereo not given)	-1.9	-7	0	-1	·	1	-4	6	-2	5
COc1ccc(/C=C/C(=O)NCC(=O)N/N=C(/C)c2ccco2)cc1	-0.7	3	-8	-4	-2	4	2	-3	-7	2
CN(c1ccccc1)P(=O)(N(C)c1ccccc1)N(C)c1ccccc1	0.4	-1	-8	3	3	-8	-3	7	-7	-5
Cc1ccccc1NC(=O)CN(C)S(=O)(=O)c1ccc2c(c1)n(C)c(=O)c(=O)n2C	-0.4	-2	7	6	3	-4	1	-5	-5	-3
CCc1cc(=O)oc2cc(OC(C)=O)cc(OC(C)=O)c12	6.9	-1	-2	-2	7	0	-1	-2	-14	-2
NC(=O)C1CCN(CC(=O)Nc2cccc(C(=O)Nc3cccc(C(F)(F)F)c3)c2)CC1	-0.7	-3	-1	-4	-8	-3	3	-4	-4	-3
Cc1ccc(-c2noc(CCC(=O)NCCN3CCc4ccccc4C3)n2)cc1	-0.7	-1	-3	9	1	-11	-1	4	-5	-2
C/C(=N/NS(=O)(=O)c1ccccc1)c1ccc(NC(=O)C(F)(F)F)cc1	0.1	3	1	1	5	-1	-1	1	0	5
Fc1ccc(C(c2nnnn2Cc2ccccc2)N2CCSCC2)cc1 (stereo not given)	-0.6	-8	3	-4	-8	-3	-1	3	-3	4
O=C(O)CCCCC1CCSS1 (stereo not given)	-1.1	2	10	-5&5	7	26	3	1	-9	-7
COc1ccc(-c2ccc(SCC(=O)NC3CCCCC3)nn2)cc1	-2.1	3	3	-1	2	-2	-4	3	6	0
S=C1NCCOCCOCCOCCN1	0.0	-1	-3	-5	4	0	0	-2	4	5
CCOC(=O)C1=C(C)N(C)C(=O)NC1c1c(C)nn(-c2ccc(C)cc2)c1Cl (stereo not given)	1.6	-2	-4	-1	-21	4	2	0	7	1
Fc1ccc(-c2nc3c(-c4ccc(Cl)cc4)cnn3cc2CCN2CCOCC2)cc1	-0.1	-3	6	-11	-3	-3	-5	-1	-9	0
CCCCN(C)CCNC(=O)c1ccc2c(c1)NC(=O)C(N1CCCCC1)S2 (stereo not given)	1.2	2	2	0	4	-1	-1	1	-3	-3
Cc1cc(Nc2ccc(OC(F)F)cc2)cc(=O)n1-c1ccc(OC(F)F)cc1	0.0	4	6	-6	·	1	-1	1	1	-5
CC1CCN(C(=O)CSc2nnc(-c3ccco3)n2N)CC1	0.6	6	1	2	2	2	-4	3	2	0
O=C(NCCN1CCOCC1)c1cccc(S(=O)(=O)NCc2ccccc2)c1	-1.6	-6	-5	0	2	-6	-2	2	3	-2
CCOc1ccc(NC(=O)CSc2nnc(Cn3cnc([N+](=O)[O-])n3)n2C)cc1	-1.3	0	-1	0	1	-4	0	0	0	4
COc1ccc(S(=O)(=O)N(C)C[C@H]2Oc3c(NC(=O)C4CC4)cccc3C(=O)N([C@H](C)CO)C[C@@H]2C)cc1	0.4	4	-2	1	-5	-1	1	-2	-5	2
COc1ccc(C(CNC(=O)c2ccc(NS(=O)(=O)c3ccc4c(c3)OCCO4)cc2)N(C)C)cc1 (stereo not given)	-0.8	3	-6	1	0	-1	-4	5	-3	-3
O=C(Nc1cccc(Br)c1)OC1CC2CC1[C@H]1CCCCN1C2 (stereo not given in full)	·	-7	·	4	·	13	2	-3	8	5

Pulled one by one from the list above (4):
SMILES	PG9 binder	SIAE primary	TCR CD3 inh	NR1D1 modulator	HTRA1 inhibitor	rCAG binder	PRMT1 inh	LEDGF integ inh	TDP2 inh	mABHD4 FP
CCc1cc(=O)oc2cc(OC(C)=O)cc(OC(C)=O)c12	6.9	-1	-2	-2	7	0	-1	-2	-14	-2
CC(C)CN(C(=O)c1ccc(-n2cncn2)c([N+](=O)[O-])c1)C1CCS(=O)(=O)C1 (stereo not given)	-1.6	-1	0	-9	6	1	-4	1	4	1
COc1ccc(Cc2n[nH]c(=S)n2C)cc1Br	-1.2	-1	2	-2	7	1	-2	-1	0	5
O=C(Nc1cc(SCC(O)CO)cc([N+](=O)[O-])c1)c1ccc(-n2cnnn2)cc1 (stereo not given)	-8.5	-14	12	-21	-9	4	-2	-3	-16	-4

Additional compounds.
SMILES	PG9 binder	SIAE primary	TCR CD3 inh	NR1D1 modulator	HTRA1 inhibitor	rCAG binder	PRMT1 inh	LEDGF integ inh	TDP2 inh	mABHD4 FP
CCCCNC(=O)CSc1nc2cc3c(cc2c(=O)n1CCCN(CC)CC)OCO3	-1.7	-3	4	0	5	-2	0	-1	-3	-8
O=C(N/N=C/c1ccc([N+](=O)[O-])o1)c1ccc(NS(=O)(=O)c2cccs2)cc1	-3.4	6	12	7	15	26	10	6	-3	25
Cc1ccc(NCC2(N=Cc3ccccc3)OC(CO)C(O)C2O)cc1 (stereo not given)	-2.0	4	7	-7	3	4	0	4	0	2
CC1=NN(Cc2ccccc2)C(=O)/C1=C\c1ccc(N(C)C)cc1	-5.2	2	-6	8	3	5	0	-3	-2	5
Cc1nn(C)c(C)c1NC(=O)COc1ccc(Cl)cc1	0.3	-8	0	-6	-4	1	-1	-5	10	0
Cc1ccc(-c2nnc3n2N=C(c2ccccc2)CS3)cc1	2.2	-3	-4	0	-9	-1	-1	-3	6	-5
Cc1ccc(NC(=O)CN2C(=O)S/C(=C\c3cc(Cl)c(OCC(=O)O)c(Cl)c3)C2=O)cc1	-2.0	-2	-1	5	5	13	5	3	-2	9
C[C@@H](NC(=O)c1[nH]cnc1C(=O)Nc1ccon1)c1ccccc1	-1.4	2	2	-3	-12	1	2	0	8	-4
Nc1ncnc2c1ncn2[C@@H]1O[C@H](CN2CCCS2(=O)=O)[C@@H](O)[C@H]1O	0.5	-4	-4	1	2	-3	3	-1	-1	-7
COc1ccc(/C=N\NC(=O)COc2ccccc2)c(C(=O)O)c1OC	-1.2	-4	0	2	-4	-1	5	-5	-1	0
N#Cc1c(Nc2ccccc2)s[nH]c1=O	0.5	-3	3	-2	2	1	3	-1	4	-1
Cc1ccc(C)c(OCC(=O)Nc2ccc(N3CCOCC3)cc2)c1	-0.3	9	-3	0	9	-3	-1	-2	6	6
CCCOc1ccc(N2C(=O)CC(N3CCN(C(=O)c4ccco4)CC3)C2=O)cc1 (stereo not given)	3.9	4	-8	-5	6	-4	2	-1	-2	-4
CCOC(=O)C(=O)Nc1nnc(C2CCCCC2)s1	2.1	3	-4	3	8	5	14	2	-7	-5
CCOc1ccccc1C1NC(=O)NC(C)=C1C(=O)OCc1ccccc1 (stereo not given)	-0.1	-1	1	12	2	-5	4	0	0	-1
O=C(c1cccnc1)N(Cc1ccccc1)C1(C(=O)Nc2ccccc2)CCCCC1	0.1	2	-10	5	-5	0	2	0	0	5
O=C(c1ccc2c(c1)OCO2)N1CCNc2ccccc2C1	0.3	1	-3	-6	-4	2	-3	-4	-14	-10
COc1ccc2nc(C)cc(SCC(=O)N3CCCCC3)c2c1	1.8	-5	4	-3	-8	-3	0	-1	2	5
CCOC(=O)Nc1nn(-c2ccc(C)cc2)c(=O)c(C#N)c1C	0.6	-1	-2	5	4	0	-2	1	15	2
O=C(COC(=O)c1cnccn1)c1cccc([N+](=O)[O-])c1	-2.3	6	1	-6	4	2	-5	0	16	1
COc1cc(C#Cc2c(-c3cncn3C)n(C)c3ccc(-c4ccc(CN5CCOCC5)cc4)cc23)cc(OC)c1	0.6	-23	-7	6	-68	9	-1	-1	3	12
CC(C)NS(=O)(=O)c1cc(F)ccc1CN1C(=O)c2cccnc2C1=O	-1.1	1	7	-1	12	1	3	-1	7	2
O=C(CN(C1CCCCC1)S(=O)(=O)c1ccc(Br)cc1)NCc1ccncc1	0.9	2	-3	-3	1	-5	2	-1	-4	3
COc1ccccc1OCCNC(=O)C(CCSC)NS(=O)(=O)c1ccccc1F (stereo not given)	0.3	3	6	-2	-4	-4	-1	7	0	4
Cc1cccc(C2=NN(c3ccccc3)[C@@H](C(=O)N3CCOC3=O)[C@@H]2c2ccccc2)c1	-2.2	8	0	1	-4	9	6	-1	-4	-7
Cc1onc(-c2c(F)cccc2Cl)c1C(=O)NC1=NCCS1	-0.9	3	0	-3	0	3	-1	-3	2	-3
